# OXTR agonist – human OXTR agonists, primary screen, fluorescence, CHO-OTR cells, Fluo-8 calcium | Oxytocin receptor (Homo sapiens), P30559 | Fluo-8 calcium fluorescence; normalized: DMSO 0%, oxytocin 100% | activation, % at 3 µM | 320,000 tested, 0.32% active;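 active = activation above the mean of all tested compounds plus 3 SD, cutoff set per screening run, cut at about 20% in these data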;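 also: peak over basal fluorescence ratio from a 100 s FLIPR kinetic read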
# FID counter – compounds displacing fluorescent DNA intercalator, primary screen, artefact control for HCV NS3 helicase inhibitor project, biochemical, FID fluorescence | DNA fluorescent intercalator displacement | inhibition, % at 7.9 µM | 290,000 tested, 0.17% active | AID 1845, 2009; in the data active = inhibition above about 37%;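 also: 0% = vehicle and 100% = reference compound; higher means more ethidium bromide displaced from hairpin DNA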
# VIM-2 inhibitor – VIM-2 metallo-beta-lactamase inhibitors, primary screen, biochemical, epi-absorbance readout, Pseudomonas aeruginosa enzyme; purified VIM-2, nitrocefin hydrolysis, epi-absorbance fluorescence; inhibition, % at 5.6 µM; 290,000 tested, 0.89% active;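 active = inhibition above the mean of all tested compounds plus 3 SD, cutoff set per screening run, cut at about 7.5% in these data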;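 also: red hydrolysis product quenches plate fluorescence so inhibitors raise well fluorescence; 0% = enzyme with DMSO and 100% = DMSO without enzyme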
# V1aR counter – agonists of human V1a receptor, primary screen, counter-screen for OXTR agonist project, fluorescence, CHO-V1R cells | Fluo-8 calcium fluorescence, agonist mode; 0% DMSO, 100% 3 nM vasopressin | activation, % at 3 µM | 320,000 tested, 0.25% active | Vasopressin V1a receptor (Homo sapiens), P37288;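 active = activation above the mean activation of all tested compounds plus 3 SD, per screening run, cut at about 20% in these data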;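 also: signal is peak over basal fluorescence ratio across a 100 second FLIPR read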
# GPR7 antag – GPR7 receptor antagonists, primary screen, cell-based, fluorescence, single concentration; Neuropeptides B/W receptor type 1 (Homo sapiens), P48145; GPR7-expressing cells, fluorescence antagonist assay; inhibition, % at 4.4 µM; 290,000 tested, 1.1% active; AID 1861, 2009; in the data active = inhibition above about 16%, passing the limit was not always enough;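 also: cells stimulated with the agonist NPW; 0% = agonist with vehicle and 100% = vehicle without agonist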
# Target sequence (P48145 whole entry, looked up): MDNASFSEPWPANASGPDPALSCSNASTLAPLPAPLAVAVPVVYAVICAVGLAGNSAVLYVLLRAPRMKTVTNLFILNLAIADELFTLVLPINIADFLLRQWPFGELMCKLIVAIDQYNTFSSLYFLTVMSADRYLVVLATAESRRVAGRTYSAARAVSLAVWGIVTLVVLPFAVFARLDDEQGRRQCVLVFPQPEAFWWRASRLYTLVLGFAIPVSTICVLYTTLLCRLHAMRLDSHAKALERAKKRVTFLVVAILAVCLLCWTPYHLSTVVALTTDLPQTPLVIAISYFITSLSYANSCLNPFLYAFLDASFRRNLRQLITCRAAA
# NS3 helicase inh – inhibitors of HCV NS3 helicase, primary screen, biochemical, Cy5 molecular beacon fluorescence | 290,000 tested, 0.56% active | inhibition, % at 10.9 µM | NS3 helicase DNA unwinding;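 active = inhibition above the mean of all tested compounds plus 3 SD, set per campaign, cut at about 35% in these data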;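 also: 0% = DMSO wells and 100% = thioflavine S control wells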
#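 Compound dosing – single dose, 10.9 µM nominal final, DMSO 0.8% final · System – NS3 helicase fragment of HCV · Buffer or medium – MOPS pH 6.5, MgCl2, DTT, Tween20, BSA · Signal – Cy5 beacon fluorescence read at start and 1 h · Also added – annealed dual-labelled DNA beacon duplex, ATP-started · Schedule – 1 h at 25 °C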
# IMP-1 inhibitor – IMP-1 metallo-beta-lactamase inhibitors, primary screen, biochemical, epi-absorbance readout, Pseudomonas aeruginosa enzyme | metallo-beta-lactamase IMP-1 (Pseudomonas aeruginosa) | inhibition, % at 5.6 µM | AID 1556, 2009 | 290,000 tested, 0.45% active | purified IMP-1, nitrocefin hydrolysis, epi-absorbance fluorescence;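 active = inhibition above the mean plus 3 SD of all compounds in the same screening run, cut at about 4.5% in these data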;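 also: 0% = IMP-1 with DMSO and 100% = DMSO wells lacking enzyme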
#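 System: purified recombinant IMP-1 beta-lactamase. Medium: Zinc- and detergent-supplemented HEPES buffer, pH 7.1. Compound: one 5.6 µM dose […]. Schedule: 15 min preincubation plus 25 min reaction at 25 °C. Technique: Epi-absorbance fluorescence, 480 nm excitation, 530 nm emission.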
# GalR3 antag – GalR3 antagonists in HEK293 cells, primary screen, cell-based, fluorescence readout; Galanin receptor type 3 (Homo sapiens), O60755; HEK293 GalR3-CNG cAMP membrane potential fluorescence; galR3 body fused to GalR1 C-terminus; inhibition, % at 3 µM; 360,000 tested, 0.44% active; AID 651719, 2012;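 active = inhibition above the screen-wide average plus 3 SD, cut at about 13% in these data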;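 also: forskolin and galanin both at EC90 stimulate the cells; cAMP rise reported by CNG channel membrane potential dye signal; 0% = forskolin plus galanin with DMSO and 100% = forskolin alone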
# Target sequence (O60755 1-299 limits assumed): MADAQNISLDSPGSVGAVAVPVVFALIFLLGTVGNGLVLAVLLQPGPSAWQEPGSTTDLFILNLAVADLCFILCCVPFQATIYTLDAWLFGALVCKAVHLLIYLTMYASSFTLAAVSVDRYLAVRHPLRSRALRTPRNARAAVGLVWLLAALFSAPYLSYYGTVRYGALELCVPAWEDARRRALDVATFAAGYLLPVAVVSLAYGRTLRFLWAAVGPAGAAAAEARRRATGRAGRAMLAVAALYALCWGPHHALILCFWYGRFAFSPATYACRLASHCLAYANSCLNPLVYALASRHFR
# PHOSPHO1 inh – PubChem AID 1565; Phosphoethanolamine/phosphocholine phosphatase (Homo sapiens), Q8TCT1; recombinant PHOSPHO1, absorbance phosphatase assay; inhibition, % at 13.3 µM; 290,000 tested, 1.1% active; in the data active = inhibition above about 60%
# Target sequence (Q8TCT1 whole entry, looked up): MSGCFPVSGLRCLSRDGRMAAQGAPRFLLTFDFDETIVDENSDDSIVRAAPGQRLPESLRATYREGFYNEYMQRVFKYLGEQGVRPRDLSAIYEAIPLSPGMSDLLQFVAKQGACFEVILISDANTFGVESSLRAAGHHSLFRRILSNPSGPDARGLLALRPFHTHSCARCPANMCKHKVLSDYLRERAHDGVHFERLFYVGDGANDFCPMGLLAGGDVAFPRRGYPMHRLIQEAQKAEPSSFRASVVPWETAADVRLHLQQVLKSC
# Numbers without * were called inactive; / = not tested or not shown. Not a hit list; any-hit rate near 4.3%.
SMILES,OXTR agonist,FID counter,VIM-2 inhibitor,V1aR counter,GPR7 antag,NS3 helicase inh,IMP-1 inhibitor,GalR3 antag,PHOSPHO1 inh
CCOc1ccc(NC(=O)NC2CCOC(C)(C)C2)cc1 (stereo not given),-0.5,0,0.9,-0.1,-10,16,-1.6,-1,18
CC(C)(C)NC(=O)CN(Cc1ccc(F)cc1)C(=O)Cn1nnc(-c2ccc(F)cc2)n1,0.9,6,-3.6,2.1,-7,-3,-2.4,-3,50
CC(C)CNS(=O)(=O)c1ccc(CCC(=O)N2CCN(c3ccccc3)CC2)cc1,0.7,-35,-2.2,1.0,3,11,-1.8,-3,41
CC(=O)c1ccc(N2CCN(C(=O)Cc3ccccc3)CC2)c(F)c1,5.5,-24,-1.9,8.9,45*,13,0.6,-9,16
COc1ccc(NS(=O)(=O)c2cc(NC(=O)c3nn(C)c(=O)c4ccccc34)ccc2OC)cc1,1.3,2,-3.3,0.4,3,0,-2.6,-5,20
CN(CC(=O)Nc1ccc(Cl)cc1)S(=O)(=O)c1cccc2cccnc12,0.1,-13,-3.6,4.7,-12,7,-2.4,0,-9
Cc1nnc(SCC(=O)NC2CCCc3ccccc32)n1-c1ccccc1 (stereo not given),-1.3,-24,-4.2,0.0,0,1,-1.2,1,42
O=C(NC1CCCCC1)C1(S(=O)(=O)c2ccc(Cl)cc2)CC1,-1.9,-13,-1.8,-0.8,-9,-3,-2.5,-7,36
COC(=O)c1c(NC(=O)C(C)(C)C)csc1C,-2.7,-1,-1.9,-0.9,-4,-21,-1.8,-2,17
CC(C)C(NC(=O)c1ccc(C(C)(C)C)cc1)C(=O)O (stereo not given),1.0,-4,-2.7,1.3,-2,3,-1.1,-4,22
CC1=C(C(=O)N2CCOCC2)C(c2ccccc2F)NC(=O)N1 (stereo not given),0.7,3,1.5,0.1,-4,3,-4.2,-1,28
COc1ccccc1CCc1nnc(CCC(=O)N(C)Cc2ccncc2C)o1,0.1,-13,-0.1,4.0,-6,-2,-0.9,-4,-6
O=c1[nH]c2ccc(NS(=O)(=O)c3ccc(F)c(Cl)c3)cc2[nH]1,0.7,-4,-1.9,-0.1,-6,-2,-3.1,-8,15
CCCc1cc(=O)c2ccc(OCC(C)=O)cc2o1,1.3,-10,0.8,-1.8,-4,5,1.0,-2,20
COc1cc(/C=N/NC(=O)c2cc(C)oc2C)ccc1OCc1ccccc1,-1.1,-28,-2.3,3.3,3,14,-1.9,-7,16
CCOCC(=O)Nc1c(C(=O)N2CCN(c3ncccn3)CC2)oc2ccccc12,1.5,-41,-0.7,1.4,-3,0,-1.6,-6,17
C=CCn1c(N)c(C(=O)N2CCOCC2)sc1=S,0.8,-2,-2.5,1.4,-7,-3,-1.3,-5,-25
Cc1cc(C=O)c(C)n1-c1ccc(N2CCOCC2)c([N+](=O)[O-])c1,3.9,-7,-3.1,4.9,-7,-11,-1.8,0,16
COc1ccc(CCCNC(=O)CC#N)cc1OC,-0.8,-3,-2.6,0.6,-10,0,-2.3,1,4
Cc1ccc(S(=O)(=O)N2CCCCC2)cc1NC(=O)Cc1c[nH]c2ccccc12,2.3,-8,-0.9,5.1,-2,4,-3.5,-2,-1
C/C(Cc1ccccc1)=N\NC(=O)CNC(=O)c1ccccc1Cl,-0.2,-17,-3.8,1.4,-9,22,-5.0,-4,8
COc1ccc(CCn2c(C)cc(C(=O)CCl)c2C)cc1OC,-0.7,-12,-5.7,0.8,1,25,-4.1,-2,32
COC(=O)[C@@H]1C(c2c(OC)cc(OC)cc2OC)=NO[C@H]1C(=O)OC,-1.1,-3,2.1,0.1,2,8,0.0,-7,-6
O=c1nc(Nc2cccc(Cl)c2)oc2cc(Cl)oc(=O)c12,-0.1,-7,-1.1,0.5,-1,24,-2.8,-12,42
C=CCOc1c(Br)cc(CNCCCN2CCOCC2)cc1OC,/,17,-0.5,/,3,-13,-0.2,-13,14

# Continued.
SMILES,OXTR agonist,FID counter,VIM-2 inhibitor,V1aR counter,GPR7 antag,NS3 helicase inh,IMP-1 inhibitor,GalR3 antag,PHOSPHO1 inh
CC(=O)Cc1nsc(NC(=O)c2csc3c2CCCC3)n1,-2.4,-10,-3.0,-0.9,-18,-9,-1.6,-2,10
CCc1nnc(NC(=O)Cc2ccc(OC)cc2)s1,-0.8,-4,-0.8,-0.9,-7,7,-1.7,0,-9
CO/N=C/CC(=O)Nc1ccc(F)cc1F,0.1,0,-3.7,0.6,-9,-3,2.2,4,28
CC1CC(=O)NN1C(=O)c1ccccc1 (stereo not given),-0.3,-2,-1.6,1.3,-6,-1,-2.7,-2,40
Cc1cc(C)nc(NC(=O)NS(=O)(=O)N2CCCCCC2)n1,-0.1,-3,-3.8,1.0,-1,-6,0.0,6,-21
O=C(c1ccc(CN2CCOCC2)cc1)N1CCN(c2ccccc2)CC1,0.7,-11,-2.6,1.1,-4,-6,-1.5,-1,-23
Cc1ccc(S(=O)(=O)c2nc(S(=O)(=O)c3ccc(C)cc3)c(NCc3ccco3)s2)cc1,1.8,-4,-2.2,1.7,-17,-9,-0.5,/,23
Cc1ccc(S(=O)(=O)N(C)C)cc1NC(=O)COC(=O)c1c(C)noc1C,-1.6,-3,-1.0,0.4,2,-3,-1.5,1,-8
COCCCNC(=S)N1CCN(S(C)(=O)=O)CC1,-0.1,0,-1.6,0.4,-8,1,-3.4,6,-3
Cc1cc(Cl)c(S(=O)(=O)N2CCN(c3cccc(C)c3C)CC2)cc1OCC(N)=O,-0.8,-24,-2.8,0.4,-6,-13,-2.2,-4,-3
CCN(C(=O)Cn1cnc2cc([N+](=O)[O-])ccc2c1=O)C1CCS(=O)(=O)C1 (stereo not given),-0.2,5,-4.5,-0.8,-14,0,-2.4,-2,-42
Cc1ccnc(NS(=O)(=O)c2ccc(NC(=O)c3cc(=O)c4ccccc4o3)cc2)n1,-0.4,-27,-4.2,-0.5,-8,12,-3.7,-4,59
CCOCC(O)CS(=O)(=O)c1ccccn1 (stereo not given),-0.1,1,-1.4,-0.1,-8,10,-0.8,-5,-16
O=S(=O)(c1ccc(F)cc1)N1CCN(c2ccc(F)cc2)CC1,-1.1,-14,-1.2,0.4,15,1,-2.0,-11,-26
COc1ccc(C(=O)/C=C/Nc2c(C)n(C)n(-c3ccccc3)c2=O)cc1OC,-0.5,-11,-1.8,0.1,-11,-1,-3.1,0,5
O=C(O)/C(=C\c1cn(-c2ccccc2)nc1-c1ccc(Cl)cc1)NC(=O)c1ccccc1,-0.9,-37,-0.2,0.0,-3,13,-1.1,-7,25
O=C(c1ccco1)N1CCn2c1nc1ccccc12,-1.9,0,0.0,0.1,-2,5,-1.8,2,6
N#C/C(=C\c1cn(-c2ccccc2)nc1-c1ccccc1)S(=O)(=O)c1ccccc1,-1.4,0,-1.6,-0.1,-7,-1,-1.2,-1,-4
c1ccc(-c2cnc(SCCN3CCOCC3)n2CC2CCCO2)cc1 (stereo not given),0.8,-2,0.4,1.5,1,-6,-1.8,-5,20
O=C(NCc1ccccc1)c1cc(-c2ccncc2)nc2ccc(S(=O)(=O)N3CCOCC3)cc12,-0.7,1,-0.2,-0.3,-3,6,0.9,0,0
COc1cc(NS(=O)(=O)c2cccc3nsnc23)cc(OC)c1,0.6,2,-5.0,0.8,-4,1,-0.6,-8,-6
Cc1ccc2nc(-c3cccc(N)c3)[nH]c2c1,-0.3,4,0.1,-1.2,8,-1,-5.0,-1,-4
CC(=O)c1cccc(N/C=C\C(=O)c2ccc(C)cc2)c1,-1.5,-10,0.6,-0.5,-5,-1,-2.0,-2,2
O=C(Nc1ccc(Cl)cc1)Nc1ccccc1C(=O)NCc1ccco1,-1.5,-6,-2.6,0.1,2,-4,-2.5,-5,0
FC(F)(F)c1ccc(NCc2ccccn2)nc1,-0.7,-10,-3.6,0.4,4,0,-2.4,-11,27

# Single records (already shown). Values in the order: OXTR agonist, FID counter, VIM-2 inhibitor, V1aR counter, GPR7 antag, NS3 helicase inh, IMP-1 inhibitor, GalR3 antag, PHOSPHO1 inh
# Shown for CC1CC(=O)NN1C(=O)c1ccccc1 (stereo not given) → -0.3, -2, -1.6, 1.3, -6, -1, -2.7, -2, 40
# Shown for CC(=O)c1cccc(N/C=C\C(=O)c2ccc(C)cc2)c1 → -1.5, -10, 0.6, -0.5, -5, -1, -2.0, -2, 2
# Shown for CCOCC(O)CS(=O)(=O)c1ccccn1 (stereo not given) → -0.1, 1, -1.4, -0.1, -8, 10, -0.8, -5, -16
# Shown for COc1cc(NS(=O)(=O)c2cccc3nsnc23)cc(OC)c1 → 0.6, 2, -5.0, 0.8, -4, 1, -0.6, -8, -6

# (continued)
SMILES,OXTR agonist,FID counter,VIM-2 inhibitor,V1aR counter,GPR7 antag,NS3 helicase inh,IMP-1 inhibitor,GalR3 antag,PHOSPHO1 inh
O=C(CSc1nnc(-c2ccco2)n1-c1ccccc1)NCCc1ccccc1,-1.0,-27,-3.8,-0.3,0,-4,-3.9,-2,9
Nc1c(C(=O)NCc2ccccc2)sc2nc(N3CCOCC3)c3c(c12)CCCC3,-2.8,-6,1.7,-0.8,-24,-16,-1.4,3,25
COc1ccc(N2C(N)=C(C#N)C(c3cccnc3)C3=C2CC(C)(C)CC3=O)cc1 (stereo not given),-0.1,-14,-4.0,0.7,-10,-8,0.0,2,7
CCOc1ccc(N(CC(=O)Nc2ccc(C)c(F)c2)C2=NC3CS(=O)(=O)CC3S2)cc1 (stereo not given),-1.1,-8,-1.4,-0.5,2,-31,-1.4,-6,17
O=C(O)c1ccc(S(=O)(=O)/N=C2\C=C(Nc3ccccc3F)C(=O)c3ccccc32)cc1,-0.9,-3,-0.2,1.5,-38,13,-2.9,-11,19
CCOC(=O)N1CCN(C(=O)c2ccc3c(c2)sc2nc(-c4ccc(OC)cc4)cn23)CC1,4.4,-10,-1.9,3.7,-14,-4,-1.9,1,35
C#CCOc1ccc2ccccc2c1/C=C(/C#N)c1ccc(C(=O)O)cc1,3.6,-20,-0.9,1.6,3,18,1.2,-12,19
CCN(CC)c1nc(N)c2c(N)nc3c(c2c1C#N)CC(c1ccccc1)O3 (stereo not given),0.3,1,-3.8,-0.5,-6,-5,-4.7,-9,7
CC(C)C1Oc2ccccc2C(=O)N(CC(=O)c2ccc3c(c2)OCCO3)C1=O (stereo not given),-0.6,-22,0.1,-0.1,-7,-4,-0.2,4,18
Cn1ncc(Cl)c1C(=O)NCc1cc(C(C)(C)C)n[nH]1,1.1,-8,-0.2,4.4,0,2,-0.8,0,6

# Bioassay records (PubChem)
